EPAC1 antagonist = blocks human EPAC1 exchange factor | O95398 | Potency, µM (doses to about 115 µM), without a hit: at the top dose activity change, negative = inhibition, most hits filed as inhibitors | EPAC1 GEF assay, Rap1b-BODIPY-GDP exchange fluorescence | actives 0.14% (n = 360,000) | AID 720709;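 further: potency means the concentration at half of the fitted maximal effect; plate controls were vehicle for no effect and positive control for full effect; nearly all actives have a fitted effect of over 50% in size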
GLP1R cytotox = cytotoxicity in counter-screen for GLP-1R inverse agonists; HEK293 cAMP-luciferase reporter cells, luminescence, 24 h; Potency, µM (highest dose often 38.3 µM), inactives show at the top dose activity change, negative = inhibition, usual class: inhibitors; actives 0.13% (n = 410,000); AID 624418;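 further: loss of luciferase light is scored as toxicity; potency means the concentration at half of the fitted maximal effect; on the % scale 0 is the no-effect control and ±100 the full control effect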
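Quantitative HTS format, 1536 wells, 200 cells/uL seeded. Compounds: 23 nL, 24 h, 37 °C. Detection: luciferase reagent, luminescence at 12 min RT; decreased signal taken as cytotoxic.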
PTHR1 agonist = activates the human parathyroid hormone receptor PTHR1. HEK293 GP2 PTHR1 cells, GloSensor cAMP luminescence, 1 h. Potency, µM (doses to about 115 µM), without a hit: at the top dose activation, actives largely listed as activators. actives 0.075% (n = 410,000); further: potency means the concentration at half of the fitted maximal effect; nearly all actives have a fitted effect of over 55% in size; some results filed as inactive show a strong effect at the top dose; inactives centre near -15; many of its hits are not listed in these tables
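HEK-293-derived GP2 cells expressing PTHR1 and a GloSensor cAMP reporter, 3,000/well, plated overnight, given luciferin plus IBMX (each 0.5 mM as added) for 1 h at 37 °C, then compound for 1 h at 37 °C. Luminescence was read after 15 min at room temperature.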
IL-2 act = activators of IL-2; actives 0.065% (n = 360,000); IL-2 activation reporter assay, cell-based qHTS; stimulated with anti-CD3/CD4/CD28 beads; in transgenic mouse T cells; activation, % (series mostly up to about 46 µM); AID 652025; in the data active means activation above about 50%; inconclusive means mostly about 30% to 49%; further: 0% is about no effect
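Readout is EGFP and DsRed signal by fluorescent plate cytometry after 18 h at 37 degrees C. Transgenic mouse T cells (750/well) received compound for 60 min before bead stimulation (anti-CD3, anti-CD4, anti-CD28); memory T cells served as non-tolerant control.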
GLP-1R inv ag = inverse agonists of human GLP-1 receptor; Potency, µM (highest dose often 38.3 µM), without a hit: top-dose activity change, negative = inhibition, actives largely listed as inhibitors; AID 624417; HEK293 GLP-1R CRE-luciferase, luminescence, 24 h; GLP-1R form is constitutively active; actives 1.6% (n = 410,000); further: potency means the concentration at half of the fitted maximal effect; on the % scale 0 is the no-effect control and ±100 the full control effect; nearly all actives have a fitted effect of over 55% in size
Target sequence (P43220 whole entry, looked up): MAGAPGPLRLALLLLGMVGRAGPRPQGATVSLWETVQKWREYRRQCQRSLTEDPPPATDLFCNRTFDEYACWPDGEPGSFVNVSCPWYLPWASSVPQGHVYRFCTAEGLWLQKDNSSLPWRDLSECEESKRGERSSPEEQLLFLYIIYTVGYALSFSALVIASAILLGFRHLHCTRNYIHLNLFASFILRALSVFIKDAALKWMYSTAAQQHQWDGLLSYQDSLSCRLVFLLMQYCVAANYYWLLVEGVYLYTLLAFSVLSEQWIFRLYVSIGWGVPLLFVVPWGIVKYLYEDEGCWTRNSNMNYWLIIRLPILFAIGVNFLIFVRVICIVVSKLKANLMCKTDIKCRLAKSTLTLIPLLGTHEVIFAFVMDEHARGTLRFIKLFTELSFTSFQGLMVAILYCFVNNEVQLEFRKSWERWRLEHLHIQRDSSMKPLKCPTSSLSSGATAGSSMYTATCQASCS
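Using stably transfected HEK293 (constitutively active GLP-1R, cAMP-luciferase reporter), compounds were incubated 24 hr and luciferase measured by luminescence.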
PI5P4Ka inh = blocks human PI5P4K alpha kinase activity. AID 652105. max response, %. actives 1.2% (n = 330,000). PI5P4Kalpha enzyme, ADP-Glo luminescence, 60 min; hits give low values; active means max response of -50% or lower; inconclusive means between -30% and -50%; inactive means -30% or higher; further: value at the top dose of about 77 µM; on the % scale 0 is the no-effect control and ±100 the full control effect
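ADP-Glo luminescence end-point read after a 60 min room-temperature kinase reaction of PI5P4Kalpha plus substrate, initiated with ATP at 5 microM final. Buffer: 0.038 M HEPES pH 7.4, EGTA, 0.1% CHAPS, 5% DMSO.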
EPAC1 agonist = EPAC1 (human) agonism. O95398. EPAC1 agonist qHTS, biochemical assay; response scale: 100% = response to 6.5 mM cAMP. Potency, µM (titrated, usually from 154 µM), for the others: at the top dose activation, most hits filed as activators. actives 0.073% (n = 360,000); further: potency means the concentration at half of the fitted maximal effect; nearly all actives have a fitted effect of over 60% in size
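Nucleotide exchange by EPAC1 (100 nM) on Rap1B–BODIPY-GDP (250 nM) in the presence of 50 uM GDP is tracked fluorescently at 480/540 nm over 30 min. Signals are normalized to a 6.5 mM cAMP control.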
PLK1 PBD inh = blocks phosphopeptide binding to human PLK1 polo-box domain; Plk1 PBD binding of FITC phosphopeptide, fluorescence polarization; Potency, µM, inactives show max response, negative = inhibition, hits mostly inhibitors; actives 2.8% (n = 360,000); further: potency means the concentration at half of the fitted maximal effect; series mostly up to about 57 µM; on the % scale 0 is the no-effect control and ±100 the full control effect; nearly all actives have a fitted effect of over 65% in size
Target sequence (P53350 whole entry, looked up, the tested form may be a part): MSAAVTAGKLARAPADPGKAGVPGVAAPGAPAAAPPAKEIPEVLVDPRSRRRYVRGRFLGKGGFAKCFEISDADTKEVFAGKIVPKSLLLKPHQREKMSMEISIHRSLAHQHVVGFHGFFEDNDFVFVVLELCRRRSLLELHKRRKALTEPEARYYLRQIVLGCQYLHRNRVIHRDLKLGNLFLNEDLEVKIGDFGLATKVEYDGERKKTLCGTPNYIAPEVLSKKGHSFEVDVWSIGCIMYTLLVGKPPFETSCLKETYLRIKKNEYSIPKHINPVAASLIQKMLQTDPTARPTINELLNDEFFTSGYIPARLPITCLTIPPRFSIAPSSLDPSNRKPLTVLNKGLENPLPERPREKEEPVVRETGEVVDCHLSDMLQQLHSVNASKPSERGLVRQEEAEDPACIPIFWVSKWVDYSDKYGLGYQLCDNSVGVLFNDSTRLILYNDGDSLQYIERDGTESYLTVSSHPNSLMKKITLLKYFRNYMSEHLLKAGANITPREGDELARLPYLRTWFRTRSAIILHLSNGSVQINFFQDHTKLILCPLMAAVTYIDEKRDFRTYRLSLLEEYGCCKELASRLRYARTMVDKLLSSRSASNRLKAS
GLP-1R agonist = GLP-1 receptor (human) agonism | P43220 | HEK293 GLP-1R CRE-luciferase, luminescence, 4-6 h; cells express a hypersensitive GLP-1R form | Potency, µM (highest dose often 45.6 µM), without a hit: at the top dose activation, actives largely listed as activators | actives 0.007% (n = 380,000); further: potency means the concentration at half of the fitted maximal effect; % of control where 0% means no effect
* hit, by the source's call; i = inactive; ? = inconclusive; / = not tested or not shown; & = joins results of further samples; [ ] = dose if it differs, or a comment. Unless noted, the call rests on the fitted dose curve; in most records, active means well fitted curve in the direction sought with a large enough effect; inconclusive means small, poorly fitted or top-dose-only effect, or another doubt; inactive means no such curve, though single readings can be large; an effect the other way counts as inactive or inconclusive.

SMILES	EPAC1 antagonist	GLP1R cytotox	PTHR1 agonist	IL-2 act	GLP-1R inv ag	PI5P4Ka inh	EPAC1 agonist	PLK1 PBD inh	GLP-1R agonist
COc1ccc(CC(NC(C)=O)C(=O)NC2CCN(C(=O)c3cccc(Cl)c3)CC2)cc1OC (configuration not stated)	5%	2%	-3%	-0.5	-4%	5	1%	0%	4%
Cc1nc2ccccn2c1C(=O)N/N=C/c1ccc([N+](=O)[O-])cc1	13%	-1%	i	0.5	7%	2	5%	-2%	4%
COc1cc(CN2CCC(n3nccc3NC(=O)CCCc3ccccc3)CC2)ccc1F	9%	0%	i	0.9	3%	6	-8%	0%	-1%
CC(=O)NC(Cc1ccccc1)C(=O)N1CCN(C(=S)NCC(C)C)CC1 (configuration not stated)	-17%	4%	-6%	1.8	15%	4	-3%	1%	4%
CC(C)(C)c1ccc(S(=O)(=O)Nc2cccnc2)cc1	-8%	6%	23%[57.5 µM]	-2.2	3%	/	7%	1%	14%
FC(F)(F)c1cc(-c2ccco2)nc(-n2nc(C(F)(F)F)cc2C2CC2)n1	1%	4%	i	-1.2	0%	/	0%	0%	10%
COc1ccc(NC(=O)c2cc(-c3cc(C)cc(F)c3)n[nH]2)cc1OC	?	-18%	i	-0.3	?	2	-14%	2%	-3%
Cc1ccc(NC(=S)NNC(=O)c2cn(C)nc2C)cc1	-7%	6%	i	-2.0	7%	-11	11%	-27%	5%
CC(=O)Nc1ccc(NS(=O)(=O)c2cc(C)sc2C)cc1	-1%	4%	i	-2.4	-5%	/	0%	-8%	6%
CC(C)N(C(=O)C(=O)c1cccn1-c1ccccc1C#N)C(C)C	-13%	8%	i	-1.4	-20%	2	2%	-15%	5%
Cc1[nH]c2ccccc2c1C(C[N+](=O)[O-])c1ccco1 (configuration not stated)	-25%	-6%	-1%	0.0	?	-30	1%	?	-2%
CCOc1ccc2[nH]c3nc(SCC(=O)OC(C)C)nnc3c2c1	-18%	3%	-16%	-0.1	3%	0	4%	-5%	9%
CCOC(=O)C1CCN(C=Nc2cc(C)on2)CC1	-22%	8%	i	3.0	-15%	5	13%	4%	-7%
COc1ccc(S(=O)(=O)Nc2nnc(C(C)(C)C)s2)cc1	11%	2%	i	-2.4	0%	/	3%	7.5µM*	-12%
CC(C)NC(=O)C1(c2ccccc2)CCOCC1	-10%	9%	-30%[57.5 µM]	-0.3	39%[activator]	-5	4%	-6%	11%
COc1ccc(C2c3ccc(O)cc3Oc3ncn4nc(-c5ccccn5)nc4c32)cc1OC (configuration not stated)	-23%	25%	i	-2.8	210%[activator]	-21	11%	-22%	?
c1ccc(-c2nc[nH]c2-c2ccccc2)cc1	2%	5%	-16%[57.5 µM]	-0.5	0%	/	-8%	-4%	29%&-6%
CCC(C)c1ccccc1NC(=O)C(C)OC(=O)c1ccco1 (configuration not stated)	11%	15%	i	1.4	-3%	11	9%	-1%	-7%
Cc1cccc(OCCNC(=O)c2ncn[nH]2)c1	13%	0%	-10%[57.5 µM]	0.0	0%	/	-1%	0%	-7%
COc1ccc(CN(CC2CCC(C(=O)O)CC2)C(=S)Nc2ccc(C)c(Cl)c2)cc1 (configuration not stated)	-25%	-2%	-21%	-1.6	?	2	5%	-20%	8%
O=C(CCc1nnc2ccc(NCc3ccc(Cl)cc3)nn12)NC1CCCCC1	-10%	1%	i	0.3	13%	2	-4%	1%	3%
C/C(=N\NC(=O)Cc1ccc([N+](=O)[O-])cc1)c1cccnc1	5%	7%	-18%	0.5	14%	-7	-5%	0%	18%
COc1ccc(C(=O)Nc2cc(C)nn2-c2ccc(F)cc2)cc1	-15%	6%	-13%	-1.9	-17%	0	4%	-17%	4%
CCC(C)[C@H](NC(=O)[C@@H]1Cc2c([nH]c3ccccc23)C2c3ccccc3C(=O)N21)C(=O)N1CCC[C@@H]1C(=O)O (some centres not stated)	-3%	4%	-25%	0.1	17%	0	5%	5%	-5%
CCN1CCN(Cc2ccc(NC(=O)c3ccc(C)c(NC(=O)c4ccno4)c3)cc2C(F)(F)F)CC1	-1%&-17%	-1%&11%	-21%&-15%	-0.1&-0.2	?	-17&-5	-15%&0%	-11%&-3%	-1%&-2%
Cc1cc(NC(=O)c2ccc(F)cc2)n(-c2ccccn2)n1	2%	6%	i	-6.4	29%	9	0%	-1%	20%
OCC1(CCOc2ccccc2)CCN(Cc2cn[nH]c2-c2ccc(F)cc2)CC1	-1%	-5%	i	-3.4	?	19	4%	-6%	?
CC(C)(C)NC(=O)C[C@H]1C[C@H](C(=O)N2CCOCC2)[C@@]2(C)c3[nH]c4ccc(Cl)cc4c3CCN2C1=O	-14%	1%	-34%[inhibitor]	-0.6	-20%	1	3%	-6%	12%
Cc1cc(C)cc(OC(C)c2ccnc3nc(/N=C/N(C)C)nn23)c1 (configuration not stated)	12%	-17%	i	10	9%	/	-2%	-2%	-1%
OCCN(CCO)c1nc(N2CCCCC2)c2nc(N(CCO)CCO)nc(N3CCCCC3)c2n1	190%[activator]	/	-14%	0.8	12%	-4	100µM*	12µM*	?
CC(C)N(C(=O)COC(=O)c1ccc(Cl)nc1)C(C)C	-21%	13%	?	0.3	14%	1	2%	-11%	-4%
CNC(=O)c1[nH]cnc1C(=O)N[C@@H](CC(C)C)C(=O)OCc1ccccc1	2%	0%	-31%[inhibitor]	-0.2	-4%	4	-14%	3%	8%
Cn1c(NCc2cccs2)nc2ccccc21	0%	-9%	i	0.9	-21%	-4	3%	-3%	-1%
Nc1c(C(=O)NCc2ccco2)c2nc3ccccc3nc2n1CCc1ccccc1	-10%	165%[activator]	-16%	0.9	?	0	-8%	-8%	23%
COC(=O)c1cc(NC(=O)CN2CCc3cc4c(cc3C2)OCCCO4)cc(C(=O)OC)c1	4%	3%	-17%	-0.1	2%	-3	1%	-2%	-2%
CCOc1ccccc1NC(=O)C(C)N1C(=O)c2ccccc2S1(=O)=O (configuration not stated)	3%	7%	i	-1.6	1%	2	4%	-3%	5%
CCCC(=O)Nc1ccc2nc(SCC(=O)Nc3nccs3)sc2c1	0%	-4%	-11%	-2.6	8%	-15	2%	-4%	-2%
COc1ccc(S(=O)(=O)N2CCCOC2CNC(=O)C(=O)NCc2cccnc2)cc1 (configuration not stated)	10%	-1%	i	0.6	7%	2	5%	-1%	-9%
CCc1sc(C(=O)Nc2ccc(OC)c(S(=O)(=O)N3CCOCC3)c2)cc1C	11%	-2%	-41%[inhibitor]	-0.1	-2%	-3	0%	1%	-5%
CC1CCC(NC(=O)C(NS(=O)(=O)c2ccc(Br)cc2)C(C)C)CC1 (configuration not stated)	3%	-28%	i	2.6	1%	0	2%	-9%	-2%

Only EPAC1 agonist and GLP1R cytotox, for some of the entries so far:
canonical_smiles	EPAC1 agonist	GLP1R cytotox
CC(C)N(C(=O)COC(=O)c1ccc(Cl)nc1)C(C)C	2%	13%
CNC(=O)c1[nH]cnc1C(=O)N[C@@H](CC(C)C)C(=O)OCc1ccccc1	-14%	0%
Cn1c(NCc2cccs2)nc2ccccc21	3%	-9%

Later entries
SMILES	EPAC1 antagonist	GLP1R cytotox	PTHR1 agonist	IL-2 act	GLP-1R inv ag	PI5P4Ka inh	EPAC1 agonist	PLK1 PBD inh	GLP-1R agonist
CNC(=S)NCCc1cc2c(OC)ccc(OC)c2[nH]c1=O	-5%	0%	i	-0.6	11%	-18	2%	19µM*	11%
CSCCC(=O)Nc1cc(S(=O)(=O)N2CCOCC2)ccc1N1CCN(C)CC1	-22%	0%	-7%	-0.1	-7%	-9	0%	-17%	7%
CCCCCn1c(=O)[nH]c2cc(C(=O)NCCN3CCCCC3C)ccc2c1=O (configuration not stated)	2%	2%	16%	2.8	?	4	0%	-1%	1%
CN(C)c1cccc(N(C)C)c1CNC(=O)NC(=O)c1c(F)cccc1F	15%	2%	i	-1.0	10µM*	4	-9%	-8%	-4%
O=C(NNS(=O)(=O)c1ccc(F)cc1)c1ccccc1O	-1%	-6%	-19%	0.1	3%	2	3%	4%	0%
COc1cc2c(cc1NC(=O)CSc1ccccc1)oc1ccccc12	1%	4%	-18%	-0.8	?	1	12%	-9%	22%
O=C(c1cnc2sccn2c1=O)N1CCc2ccccc2C1	2%	9%	i	-2.8	-6%	/	4%	-18%	4%
Cc1ccc(OCC(=O)NCCO)cc1C	-2%	-14%	i	2.3	3%	/	3%	-7%	0%
O=C(COC(=O)c1cc[n+]([O-])cc1)Nc1ccc(Br)cc1	12%	5%	-4%	0.6	2%	-14	10%	-6%	8%
COc1ccc(C(CNC(=O)c2cc(C)oc2C)N2CCOCC2)cc1 (configuration not stated)	-1%	5%	i	-1.3	4%	-7	3%	-18%	-3%
C/C(=N\N(Cc1ccccc1)c1ccccc1)c1cccnc1	-2%	-12%	-43%[inhibitor]	0.0	?	6	12%	3%	13%
N#Cc1c(NC(=O)C2CC(c3c(F)cccc3Cl)=NO2)sc2c1CCC2 (configuration not stated)	-29%	3%	-10%	0.4	3%	6	11%	?	2%
COc1ccccc1OCc1nnc(SCC(=O)NCc2ccco2)n1-c1ccccc1	?	1%	i	-0.5	0%	/	5%	-4%	21%
c1ccc(-n2cnc3ccccc32)nc1	-15%	-8%	i	-0.2	-28%	-7	2%	-10%	-28%
Cc1cc(=O)n2nc(N3CCCC(C(=O)NCCc4ccccc4)C3)sc2n1 (configuration not stated)	7%	5%	-16%[57.5 µM]	0.4	13%	-6	3%	-1%	0%

Look-ups from above.
`c1ccc(-n2cnc3ccccc32)nc1` – EPAC1 antagonist: -15%
`CSCCC(=O)Nc1cc(S(=O)(=O)N2CCOCC2)ccc1N1CCN(C)CC1` – GLP-1R inv ag: -7%
`O=C(COC(=O)c1cc[n+]([O-])cc1)Nc1ccc(Br)cc1` – PLK1 PBD inh: -6%
`COc1ccc(C(CNC(=O)c2cc(C)oc2C)N2CCOCC2)cc1` (configuration not stated) – EPAC1 agonist: 3%

Some of the compounds tested. The share of hits here may be higher or lower than overall.
